Assay outcomes (PubChem)
GoLoco inh red = qHTS Assay for Inhibitors of RGS12 GoLoco Motif Activity (Red Fluorophore); Gai1:RGS12 GoLoco peptide FP, rhodamine, 10 min; Potency, µM (highest dose often 61.6 µM), for inactives: at the top dose activity, negative = inhibition, actives largely listed as inhibitors; 230,000 tested, 0.44% active; AID 880, 2007; active = well fitted inhibition curve with a large enough effect, not every such curve was filed as active; inactive = no such curve, though single readings can be large or run the other way; also: nearly all actives have a fitted effect of over 30% in size; many of its hits are not listed in these tables
Target sequence (P63096 whole entry, looked up): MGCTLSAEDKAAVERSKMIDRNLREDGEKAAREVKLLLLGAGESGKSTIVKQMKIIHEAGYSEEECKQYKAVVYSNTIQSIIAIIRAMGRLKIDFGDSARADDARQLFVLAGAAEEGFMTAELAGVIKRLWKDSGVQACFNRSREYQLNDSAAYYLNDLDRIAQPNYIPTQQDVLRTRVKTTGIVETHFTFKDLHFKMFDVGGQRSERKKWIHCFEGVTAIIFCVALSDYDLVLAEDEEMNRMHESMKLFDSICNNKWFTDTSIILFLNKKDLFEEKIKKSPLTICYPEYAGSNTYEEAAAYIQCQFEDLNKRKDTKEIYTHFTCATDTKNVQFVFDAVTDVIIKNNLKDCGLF
L3MBTL1 inh = qHTS Assay for the Inhibitors of L3MBTL1 | AlphaScreen L3MBTL1–H3K9me1 peptide binding | Potency, µM (titrated, usually from 57.1 µM), for the others: at the top dose activity, negative = inhibition, hits mostly inhibitors | AID 485360, 2010 | Lethal(3)malignant brain tumor-like protein 1 (Homo sapiens), Q9Y468 | 230,000 tested, 0.66% active; also: nearly all actives have a fitted effect of over 60% in size
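Read-out is AlphaScreen signal from streptavidin donor and nickel chelate acceptor beads (10 ug/mL final each) bridging L3MBTL1 (50 nM) and biotinylated K9-monomethylated H3(1-15) peptide (75 nM), after 30 min compound exposure at room temperature.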
aGlu spleen mod = qHTS Assay for Inhibitors and Activators of Human alpha-Glucosidase From Spleen Homogenate; Lysosomal alpha-glucosidase (Homo sapiens), P10253; human spleen homogenate, 4-MU-alpha-glucoside fluorescence; Potency, µM (titrated, usually from 79.9 µM), for the others: at the highest dose activity change, negative = inhibition, usual class: inhibitors; 240,000 tested, 0.006% active; AID 2112, 2009;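 also: 0% = enzyme with vehicle and -100% = no enzyme basal signal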
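Compounds were titrated against alpha-glucosidase in spleen homogenate at pH 5.0, with 1 mM 4-methylumbelliferyl substrate for 40 min at 37 C. Reactions were quenched with pH 10 NaOH/glycine and fluorescence measured.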
TRb-SRC2 inh = qHTS for Inhibitors of the Interaction of Thyroid Hormone Receptor and Steroid Receptor Coregulator 2; Thyroid hormone receptor beta (Homo sapiens), P10828; TRbeta-SRC2 peptide binding, fluorescence polarization; receptor liganded with 1 µM T3; Potency, µM (titrated, usually from 106 µM), for the others: top-dose activity change, negative = inhibition, actives largely listed as inhibitors; 280,000 tested, 0.065% active; AID 1469, 2008;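 also: plate controls were bound peptide for no effect and peptide without receptor for full effect; nearly all actives have a fitted effect of over 50% in size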
Target sequence (P10828 whole entry, looked up): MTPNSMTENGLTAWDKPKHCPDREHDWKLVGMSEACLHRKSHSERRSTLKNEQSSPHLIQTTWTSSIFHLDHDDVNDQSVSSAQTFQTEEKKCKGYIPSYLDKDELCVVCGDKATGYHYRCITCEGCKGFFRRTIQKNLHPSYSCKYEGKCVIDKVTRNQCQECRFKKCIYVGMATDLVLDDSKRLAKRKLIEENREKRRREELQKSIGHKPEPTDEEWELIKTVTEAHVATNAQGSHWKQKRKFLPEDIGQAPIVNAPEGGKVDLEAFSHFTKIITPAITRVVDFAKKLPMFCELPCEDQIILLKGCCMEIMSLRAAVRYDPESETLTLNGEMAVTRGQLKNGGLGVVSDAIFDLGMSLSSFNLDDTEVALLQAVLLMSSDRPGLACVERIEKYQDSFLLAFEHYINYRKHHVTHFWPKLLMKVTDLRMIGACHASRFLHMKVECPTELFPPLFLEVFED
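Each compound concentration gave % activity, normalized to unbound and bound Texas Red SRC2 controls, from polarization read after 5 hr ambient incubation with T3-loaded human TRb LBD.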
RECQ1 helicase = qHTS Assay for Inhibitors of RecQ-Like Dna Helicase 1 (RECQ1). ATP-dependent DNA helicase Q1 (Homo sapiens), P46063. RECQ1 DNA unwinding, red fluorescence kinetic read. Potency, µM (highest dose often 57.3 µM), for the others: at the top dose activity, negative = inhibition, usual class: inhibitors. 240,000 tested, 0.54% active;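 also: plate controls were vehicle for no effect and no enzyme for full effect; nearly all actives have a fitted effect of over 30% in size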
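50 nM RECQ1T1 preincubated 15 min with compound in Tris pH 8.0 buffer with MgCl2, DTT, Tween-20 and 2.5 ug/ml poly(dI-dC); started with 200 nM TAMRA/BHQ-2 forked duplex and 2 mM ATP. Unwinding read as fluorescence (525/598 nm), two reads 2 h apart.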
GAA glycogen = qHTS Assay for Inhibitors and Activators of Human alpha-Glucosidase Cleavage of Glycogen | Lysosomal alpha-glucosidase (Homo sapiens), P10253 | recombinant GAA, glycogen substrate, Amplex Red glucose oxidase fluorescence | Potency, µM (titrated, usually from 76.4 µM), for the others: at the top dose activity change, negative = inhibition, most hits filed as inhibitors | 300,000 tested, 0.38% active | AID 2100, 2009;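 also: 0% = full enzyme reaction and -100% = no-enzyme basal signal; the screen sought inhibitors and activators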
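Natural-substrate format: glycogen cleavage by 4 nM human enzyme, glucose read by Amplex Red coupling (Ex 573, Em 610 nm). Normalized to enzyme and no-enzyme controls.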
GAA inh = qHTS Assay for Inhibitors of Human alpha-Glucosidase as a Potential Chaperone Treatment of Pompe Disease | Lysosomal alpha-glucosidase (Homo sapiens), P10253 | purified human GAA, 4-MU-alpha-glucoside fluorescence | Potency, µM (doses to about 76.9 µM), without a hit: at the highest dose activity change, negative = inhibition, actives largely listed as inhibitors | 200,000 tested, 0.005% active | AID 1466, 2008;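 also: plate controls were uninhibited enzyme wells for no effect and no-enzyme background for full effect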
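Activity normalized between no-enzyme (basal) and enzyme-only wells. Conditions: 4 nM human enzyme, 400 uM fluorogenic substrate, citrate/phosphate pH 5.0 with Tween-20, 20 min room temperature, compounds up to 77 uM.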
TR SRC2 fluor cs = Total Fluorescence Counterscreen for Inhibitors of the Interaction of Thyroid Hormone Receptor and Steroid Receptor Coregulator 2. TRb/SRC2 Texas Red total fluorescence interference. Potency, µM (doses to about 106 µM), for inactives: at the highest dose fluorescence change, negative = quenching. 280,000 tested, 0.29% active; active = well fitted curve in either direction with a large enough effect; inconclusive = small, poorly fitted or top-dose-only effect
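Flags fluorescent or light-absorbing compounds by total fluorescence, S + 2P, at 555 nm excitation and 632 nm emission. Mixture: 20 nM Texas Red SRC2 peptide, 0.6 uM human TRb LBD, 1 uM T3, 5% DMSO; compound exposure 5 h at ambient temperature.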
An asterisk follows results filed as active; & = joins results of further samples; [ ] = remark or other dose. Unless noted, calls follow the shape of the dose curve; as a rule, active = well fitted curve in the direction sought with a large enough effect; inconclusive = small, poorly fitted or top-dose-only effect, or another doubt; inactive = no such curve, though single readings can be large; an effect the other way counts as inactive or inconclusive. Unless noted, % is scaled to controls: 0 for no effect and ±100 for the full control effect; potency is read from the fitted curve at half-maximal effect. These rows are one share of the data; the hit share may differ from the screen's.

Results for CCC1(CC)Cc2ccccc2C(C2=C(O)CC(C)(C)CC2=O)=N1 ?
GoLoco inh red: 4%; L3MBTL1 inh: 3%; aGlu spleen mod: 9%; TRb-SRC2 inh: 1%; RECQ1 helicase: inactive; GAA glycogen: -2%; GAA inh: 0%; TR SRC2 fluor cs: 0%

What do the screens show for `CC(C)CCN(C(=S)Nc1cccc(F)c1)C1CCN(C(C)C)CC1`?
GoLoco inh red: 6%; aGlu spleen mod: 5%; TRb-SRC2 inh: 5%; RECQ1 helicase: inactive; GAA glycogen: -20%; GAA inh: 3%; TR SRC2 fluor cs: -2%

What do the screens show for `O=C(OCC(=O)N1CCOCC1)c1ccc2c(c1)OCCO2`?
GoLoco inh red: 2%; L3MBTL1 inh: 2%; aGlu spleen mod: 3%; TRb-SRC2 inh: -4%; RECQ1 helicase: inactive; GAA glycogen: 2%; GAA inh: 1%; TR SRC2 fluor cs: -3%

How did CCOc1ccc(-n2c(SCC(=O)Nc3ccc(OC)cc3)nc3c(c2=O)SCC3)cc1 do in these assays?
GoLoco inh red: 7%; L3MBTL1 inh: -2%; aGlu spleen mod: -24%; TRb-SRC2 inh: -13%; RECQ1 helicase: -6%; GAA glycogen: -3%; GAA inh: 5%; TR SRC2 fluor cs: -2%

What do the screens show for `COC(=O)c1cccc(C23CC4(C2)[C@H](CN(Cc2cccnc2)[C@@H]4c2ccccc2)C3c2ccccc2)c1` (some centres undefined)?
GoLoco inh red: 6%&11%; aGlu spleen mod: -1%&1%; TRb-SRC2 inh: 0%&4%; RECQ1 helicase: -1%; GAA glycogen: -1%; TR SRC2 fluor cs: -3%&-1%

Results for CC(=O)C1=C(c2ccccc2)OC(N)=C(C#N)C1c1ccccc1F (centres undefined) ?
GoLoco inh red: 14%; L3MBTL1 inh: 3%; aGlu spleen mod: -3%; TRb-SRC2 inh: 5%; RECQ1 helicase: -15%; GAA glycogen: -14%; GAA inh: -12%; TR SRC2 fluor cs: inconclusive

What do the screens show for `O=C(Cn1ncc2c(=O)oc3ccccc3c21)NCCN1CCN(c2ccccc2F)CC1`?
GoLoco inh red: 3%; L3MBTL1 inh: 11%; aGlu spleen mod: 0%; TRb-SRC2 inh: -10%; RECQ1 helicase: 13%; GAA glycogen: 1%; GAA inh: -3%; TR SRC2 fluor cs: -2%

How did C=CCNC(=O)CN(c1ccc(F)c(Cl)c1)S(C)(=O)=O do in these assays?
GoLoco inh red: -8%; L3MBTL1 inh: 5%; aGlu spleen mod: -22%; TRb-SRC2 inh: 6%; RECQ1 helicase: inactive; GAA glycogen: 3%; GAA inh: -1%; TR SRC2 fluor cs: -2%

What do the screens show for `CCC(C)NC(=O)CN1C(=O)C(CC)Sc2ccccc21` (centres undefined)?
GoLoco inh red: 9%; aGlu spleen mod: -2%; TRb-SRC2 inh: 4%; RECQ1 helicase: -1%; GAA glycogen: 4%; GAA inh: 1%; TR SRC2 fluor cs: 0%

How did COC(=O)C1C(=O)c2c([nH]c(C(=O)OC3CCCCCC3)c2C)CC1C (centres undefined) do in these assays?
GoLoco inh red: 0%; L3MBTL1 inh: 3%; aGlu spleen mod: 2%; TRb-SRC2 inh: -10%; RECQ1 helicase: -2%; GAA glycogen: 2%; GAA inh: 1%; TR SRC2 fluor cs: -2%

What do the screens show for `O=C(c1ccc(S(=O)(=O)N2CCCCC2)cc1)N1CCN(c2ccccc2F)CC1`?
GoLoco inh red: -4%; L3MBTL1 inh: -5%; aGlu spleen mod: -3%; TRb-SRC2 inh: -7%; RECQ1 helicase: -12%; GAA glycogen: 13%; GAA inh: 1%; TR SRC2 fluor cs: -5%

Results for O=C(CN1CCOCC1)N/N=C/c1ccc(-c2ccc(Br)cc2)o1 ?
GoLoco inh red: -5%; L3MBTL1 inh: -7%; aGlu spleen mod: -3%; TRb-SRC2 inh: 4%; RECQ1 helicase: inactive; GAA glycogen: -8%; GAA inh: -16%[15.4 µM]; TR SRC2 fluor cs: 0%

Molecules from the list above that contain nitrogen in an aromatic ring (4):
How did CCOc1ccc(-n2c(SCC(=O)Nc3ccc(OC)cc3)nc3c(c2=O)SCC3)cc1 do in these assays?
GoLoco inh red: 7%; L3MBTL1 inh: -2%; aGlu spleen mod: -24%; TRb-SRC2 inh: -13%; RECQ1 helicase: -6%; GAA glycogen: -3%; GAA inh: 5%; TR SRC2 fluor cs: -2%

What do the screens show for `COC(=O)c1cccc(C23CC4(C2)[C@H](CN(Cc2cccnc2)[C@@H]4c2ccccc2)C3c2ccccc2)c1` (some centres undefined)?
GoLoco inh red: 6%&11%; aGlu spleen mod: -1%&1%; TRb-SRC2 inh: 0%&4%; RECQ1 helicase: -1%; GAA glycogen: -1%; TR SRC2 fluor cs: -3%&-1%

What do the screens show for `O=C(Cn1ncc2c(=O)oc3ccccc3c21)NCCN1CCN(c2ccccc2F)CC1`?
GoLoco inh red: 3%; L3MBTL1 inh: 11%; aGlu spleen mod: 0%; TRb-SRC2 inh: -10%; RECQ1 helicase: 13%; GAA glycogen: 1%; GAA inh: -3%; TR SRC2 fluor cs: -2%

How did COC(=O)C1C(=O)c2c([nH]c(C(=O)OC3CCCCCC3)c2C)CC1C (centres undefined) do in these assays?
GoLoco inh red: 0%; L3MBTL1 inh: 3%; aGlu spleen mod: 2%; TRb-SRC2 inh: -10%; RECQ1 helicase: -2%; GAA glycogen: 2%; GAA inh: 1%; TR SRC2 fluor cs: -2%

More results:
How did Cc1ccc(S(=O)(=O)N(CC(=O)N=Nc2c(O)[nH]c3ccccc23)c2ccc(C)c(C)c2)cc1 do in these assays?
GoLoco inh red: 3%; L3MBTL1 inh: -11%; aGlu spleen mod: -7%; TRb-SRC2 inh: -3%; RECQ1 helicase: inactive; GAA glycogen: 5%; GAA inh: -8%; TR SRC2 fluor cs: 0%

How did CC(C)NC(=O)C1CCN(C2CCN(Cc3nc(C(C)C)cs3)CC2)CC1 do in these assays?
GoLoco inh red: 5%; L3MBTL1 inh: -1%; aGlu spleen mod: -4%; TRb-SRC2 inh: 9%; RECQ1 helicase: -4%; GAA glycogen: 8%; GAA inh: inconclusive; TR SRC2 fluor cs: 0%

Results for COc1ccc(N2CCN(C(=O)c3cccn4c(=O)c5ccccc5nc34)CC2)cc1 ?
GoLoco inh red: -15%; aGlu spleen mod: -1%; TRb-SRC2 inh: 7%; RECQ1 helicase: 0%; GAA glycogen: 0%; GAA inh: 6%; TR SRC2 fluor cs: 0%

What do the screens show for `OC(CN1CCN(Cc2ccc3c(c2)OCO3)CC1)c1c[nH]c2ccccc12` (centres undefined)?
GoLoco inh red: 6%; L3MBTL1 inh: 2%; aGlu spleen mod: -6%; TRb-SRC2 inh: -4%; RECQ1 helicase: -9%; GAA glycogen: -1%; GAA inh: -1%; TR SRC2 fluor cs: 1%

Results for COc1ccccc1N1CCN(C(c2cc3cc(C)ccc3[nH]c2=O)c2nnnn2C2CCCC2)CC1 (centres undefined) ?
GoLoco inh red: -11%; aGlu spleen mod: 2%; TRb-SRC2 inh: 1%; RECQ1 helicase: -17%; GAA glycogen: -1%; GAA inh: -7%; TR SRC2 fluor cs: -1%

What do the screens show for `O=C(NCc1ccco1)c1ccccc1F`?
GoLoco inh red: 13%; aGlu spleen mod: -5%; TRb-SRC2 inh: -11%; RECQ1 helicase: -4%; GAA glycogen: 2%; GAA inh: 0%; TR SRC2 fluor cs: -2%

What do the screens show for `CC1(C)CC2CC(C)(CN2C(=O)Cc2ccccc2)C1` (centres undefined)?
GoLoco inh red: 9%; L3MBTL1 inh: 10%; aGlu spleen mod: -3%; TRb-SRC2 inh: -4%; RECQ1 helicase: -1%; GAA glycogen: 1%; GAA inh: 2%; TR SRC2 fluor cs: 1%

What do the screens show for `Fc1ccccc1Nc1nc(-c2ccncc2)nc2ccccc12`?
GoLoco inh red: 8%; L3MBTL1 inh: 5%; aGlu spleen mod: -5%; TRb-SRC2 inh: -11%[53 µM]; RECQ1 helicase: -2%; GAA glycogen: -3%; GAA inh: 1%; TR SRC2 fluor cs: -1%[53 µM]

Results for O=C(NNC(=S)NC(=O)c1ccccc1[N+](=O)[O-])c1ccc(Cl)cc1Cl ?
GoLoco inh red: 19%; L3MBTL1 inh: 13%; aGlu spleen mod: -14%; TRb-SRC2 inh: -2%; RECQ1 helicase: -15%; GAA glycogen: -8%; GAA inh: 8%; TR SRC2 fluor cs: -1%

How did O=C(NNc1c(Cl)cc(Cl)cc1Cl)c1cccc([N+](=O)[O-])c1 do in these assays?
GoLoco inh red: 3%; L3MBTL1 inh: -1%; aGlu spleen mod: -15%; TRb-SRC2 inh: -7%; RECQ1 helicase: -13%; GAA glycogen: inconclusive; GAA inh: -1%; TR SRC2 fluor cs: -1%

Results for Cc1ccc(N=CC2=C(O)CC(C)(C)CC2=O)nc1 ?
GoLoco inh red: 0%; aGlu spleen mod: 5%; TRb-SRC2 inh: -10%; RECQ1 helicase: -14%; GAA glycogen: 3%; GAA inh: -5%; TR SRC2 fluor cs: -2%

Results for CCN(CC)CCCNC(=O)CSc1nc2c(c(C(F)(F)F)n1)CCc1ccccc1-2 ?
GoLoco inh red: 9%; L3MBTL1 inh: 3%; aGlu spleen mod: -8%; TRb-SRC2 inh: 2%; RECQ1 helicase: inactive; GAA glycogen: -10%; GAA inh: 10%; TR SRC2 fluor cs: 1%
